MgcRacGAP inhibition: MgcRacGAP GTPase-activating activity inhibitors, confirmation, biochemical, ADP Hunter fluorescence | MgcRacGAP-stimulated Rac1 GTP hydrolysis, ADP Hunter fluorescence; higher % means a stronger effect; GST-tagged Rac1 F28L mutant substrate | inhibition, % at 30 µM; hits with a dose series show IC50 in µM | actives 0.6% (n = 340,000) | AID 624330;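 active means first-screen hits whose inhibition reached a set limit at any dose in the follow-up dose series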;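 further: fluorescence reports GDP produced by GAP-driven GTP hydrolysis; strong numbers were not always called active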
GPR55 activation: GPR55 agonists via beta-arrestin recruitment, primary screen, imaging, U2OS cells, beta-arrestin-GFP redistribution (AID 1961). actives 0.048% (n = 290,000). activation, % at 10 µM, or EC50 in µM where a hit was titrated. U2OS GPR55 beta-arrestin-GFP redistribution imaging; higher % means a stronger effect;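 active means activation above 40% with more than 50 cells counted in the well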;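 further: U2OS osteosarcoma cells stably expressing GPR55 and beta-arrestin-GFP; plate controls were DMSO negative control for no effect and LPI positive control for full effect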
UTI89 phage lysis: inhibition of K1F phage lysis, E. coli UTI89, bacterial capsule biogenesis inhibitors, alamar blue (AID 488966) | E. coli UTI89 K1F phage lysis, alamar blue, 2 h; higher % means a stronger effect | inhibition, % at 100 µM, or IC50 in µM where a hit was titrated | actives 0.02% (n = 340,000);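 active means phage lysis inhibition, versus mean bacterial control, above a set limit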;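 further: capsule biogenesis inhibitors block K1F phage lysis so surviving cells raise fluorescence; higher fluorescence means more inhibition of phage lysis; actives were called in the ten point dose series up to 300 µM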
KOR beta-arrestin-1: KOR agonists, beta-arrestin recruitment, primary screen, cell-based, luminescence, uHTS (AID 1777); KOR beta-arrestin recruitment, luminescence; higher % means a stronger effect; activation, % at 10 µM, or EC50 in µM where a hit was titrated; actives 0.02% (n = 280,000); in the data active means activation above about 50%, passing the limit was not always enough; further: a part of the inactive calls stands beside numbers as strong as those of hits
NOD1 NF-kB reporter: inhibition of NOD1-driven NF-kB reporter – cell-based, luminescence, uHTS, primary screen (AID 1578) | actives 1% (n = 290,000) | inhibition, % at 4 µM; hits with a dose series show EC50 in µM | NOD1-driven NF-kB luciferase reporter cells, luminescence; higher % means a stronger effect; in the data active means inhibition mostly above about 36%, no sharp cut-off; inactive means mostly below about 34%;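 further: HEK-293T reporter cells stimulated with the NOD1 agonist gamma-tri-DAP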
GPR55 antagonists: GPR55 antagonists blocking LPI-driven arrestin recruitment, primary screen, imaging, U2OS, beta-arrestin-GFP, LPI agonist (AID 2013); actives 0.13% (n = 290,000); U2OS GPR55 beta-arrestin-GFP translocation imaging, LPI antagonism; higher % means a stronger effect; inhibition, % at 10 µM, or IC50 in µM where a hit was titrated;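 active means spots per cell inhibited over 60%, with over 100 cells counted and total cytoplasm intensity under 500,000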;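 further: U2OS cells stably carrying GPR55 and arrestin-GFP stimulated by 5 µM LPI near EC80; imaged beta-arrestin-GFP aggregate spots per cell after agonist stimulation; plate controls were LPI-stimulated DMSO wells for no effect and DMSO wells without LPI for full effect; some results filed as inactive read as strong as hits; confirmed hits need IC50 under 10 µM and bright autofluorescent wells are also inconclusive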
KOR beta-arrestin-2: kappa opioid receptor blockers – cell-based, luminescence, uHTS (AID 1778); KOR beta-arrestin recruitment, luminescence, antagonist mode; higher % means a stronger effect; inhibition, % at 10 µM, or IC50 in µM where a hit was titrated; actives 0.091% (n = 290,000); in the data active means inhibition above about 50%; further: strong numbers were not always called active
GPR35 antagonists: GPR35 antagonists blocking zaprinast-driven arrestin recruitment, primary screen, imaging, U2OS, beta-arrestin-GFP, zaprinast agonist (AID 2058); U2OS GPR35 beta-arrestin-GFP translocation imaging, zaprinast antagonism; higher % means a stronger effect; actives 0.052% (n = 290,000); one-dose inhibition, % at 10 µM; IC50 in µM for titrated hits;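 active means inhibition of at least 50% with at least 30 cells and total cytoplasm GFP at most 10,000,000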
NTR1 agonist: agonists of NTR1, primary screen, imaging, U2OS cells, beta-arrestin-GFP, high content (AID 493036). activation, % at 20 µM. actives 0.17% (n = 330,000). NTR1-U2OS beta-arrestin-GFP spot imaging, agonist mode. P30989;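 active means activation at or above 40% of the spot to cytoplasm intensity ratio, with at least 20 cells analyzed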;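 further: 0% = DMSO without peptide and 100% = 100 nM NTR1 peptide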
Target sequence (P30989 whole entry, looked up): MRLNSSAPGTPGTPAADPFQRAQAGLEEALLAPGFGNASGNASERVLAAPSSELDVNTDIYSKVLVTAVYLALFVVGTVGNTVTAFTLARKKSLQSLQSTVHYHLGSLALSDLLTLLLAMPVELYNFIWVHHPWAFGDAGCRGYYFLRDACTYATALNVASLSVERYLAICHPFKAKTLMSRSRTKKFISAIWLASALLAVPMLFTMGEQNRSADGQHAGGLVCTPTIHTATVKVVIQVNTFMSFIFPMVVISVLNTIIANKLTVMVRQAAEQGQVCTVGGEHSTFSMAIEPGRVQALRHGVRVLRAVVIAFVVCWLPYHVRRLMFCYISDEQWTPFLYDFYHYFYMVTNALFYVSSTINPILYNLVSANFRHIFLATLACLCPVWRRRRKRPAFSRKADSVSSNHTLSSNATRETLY
NTR1 agonist cell count 20 µM: also measured in NTR1 agonist; calls as there; cell count; measured here: cell count, cytotoxicity flag
* hit, by the source's call; · = no result given; [ ] = dose if it differs, or a comment. These rows are one share of the data; count on the stated rates, not on these rows.

SMILES	MgcRacGAP inhibition	GPR55 activation	UTI89 phage lysis	KOR beta-arrestin-1	NOD1 NF-kB reporter	GPR55 antagonists	KOR beta-arrestin-2	GPR35 antagonists	NTR1 agonist	NTR1 agonist cell count 20 µM
CCOc1ccc(CCNC(=O)C2CC(C)=CCC2C(=O)O)cc1OCC (stereo not given)	9%	-0.1%	0.2%	-6.7%	1%	10%	-8%	1%	-0.3	82
CCOc1cccc(/C(O)=C2/C(=O)C(=O)N(CCN3CCOCC3)C2c2cccnc2)c1 (stereo not given)	0%	-0.3%	2.2%	-4.2%	7%	1%	15%	-7%	-2.3	54
O=C(NNC(=O)c1ccc(-c2ccccc2)cc1)c1ccccc1	8%	2.0%	1.0%[50 µM]	-3.3%	-18%	-6%	-22%	-4%	4.9	69
Cc1ccc(C(=O)C(NC(=O)c2ccco2)N2CCOCC2)cc1 (stereo not given)	4%	-0.1%	3.1%	-0.7%	-7%	-4%	-46%	4%	-0.5	54
CCCCOc1ccc(CSCCN)cc1Cl	10%	-0.3%	5.6%	3.5%	-8%	5%	13%	5%	1.8	54
Cc1cc(C(=O)N2CCCC2)n[nH]1	4%	0.0%	1.2%[50 µM]	-0.5%	-21%	-17%	7%	-1%	-1.4	50
CC(NC(=O)Nc1ccccc1)c1ccccc1 (stereo not given)	3%	-0.1%	0.3%	4.8%	-14%	3%	-42%	4%	-1.3	64
O=C1C(=O)N(CCCn2ccnc2)C(c2cccc(Br)c2)/C1=C(\O)c1ccc2c(c1)OCCO2 (stereo not given)	7%	-0.1%	0.2%	-1.3%	-13%	4%	-39%	-18%	0.5	83
O=C(c1ccccc1F)N1CCN(Cc2nc3sc4c(c3c(=O)[nH]2)CCCC4)CC1	5%	-0.2%	0.0%	-3.1%	1%	0%	-34%	0%	-0.9	48
CC(C)c1csc(CN2CCC(N3CCC(C(=O)NCC4CCCO4)CC3)CC2)n1 (stereo not given)	7%	-0.2%	-0.3%	-2.5%	-19%	-11%	-1%	-4%	0.8	40
O=C(Nc1ccc(-c2nc3ccccc3o2)cc1)c1ccc(N2CCOCC2)c([N+](=O)[O-])c1	2%	0.2%	0.1%	0.7%	·	18%	-23%	-4%	15	38
O=C(O)c1cn2c3c(ccc(Cl)c3c1=O)OCC2	·	-0.1%	0.2%	-3.3%	-7%	17%	-14%	7%	1.9	47
CCOc1ccc2nc(SCC(=O)c3ccc(Cl)s3)sc2c1	6%	0.3%	0.0%	-7.1%	-13%	3%	26%	-8%	2.7	65
COc1ccc(CNn2c(-c3ccccc3F)nc3ccccc3c2=O)cc1OC	8%	0.6%	3.5%	-1.8%	4%	12%	7%	-4%	1.0	43
Cc1cc2oc(=O)sc2cc1NS(=O)(=O)c1ccccc1	12%	0.2%	-0.6%	-1.9%	-50%	3%	7%	-9%	-0.9	38
CSc1cccc(CNC(=O)C2CCC(=O)N(Cc3cccc(C(F)(F)F)c3)C2)c1 (stereo not given)	9%	0.6%	0.1%	0.2%	-40%	-15%	-34%	-3%	1.1	64
COc1ccc(/C=N/NC(=O)c2ccccc2O)cc1CN1CCOCC1	16%	0.6%	0.2%	1.4%	-10%	-11%	-16%	4%	-0.1	57
CCOC(=O)N1CCN(CC(=O)Nc2cc(C)nn2-c2nc3ccccc3s2)CC1	2%	-0.1%	0.2%	-5.7%	-12%	8%	21%	1%	7.3	53
Cn1c(C(=O)OCC(=O)NCC2CCCO2)cc2sccc21 (stereo not given)	-2%	-0.1%	0.7%	-6.6%	-20%	5%	29%	3%	-1.3	49
O=C1CSCC(=O)N1c1ncc(C(F)(F)F)cc1Cl	7%	-0.3%	8.1%	0.7%	-7%	1%	11%	4%	0.2	51

Continued, overlapping the part above by 2 compounds.
SMILES	MgcRacGAP inhibition	GPR55 activation	UTI89 phage lysis	KOR beta-arrestin-1	NOD1 NF-kB reporter	GPR55 antagonists	KOR beta-arrestin-2	GPR35 antagonists	NTR1 agonist	NTR1 agonist cell count 20 µM
Cn1c(C(=O)OCC(=O)NCC2CCCO2)cc2sccc21 (stereo not given)	-2%	-0.1%	0.7%	-6.6%	-20%	5%	29%	3%	-1.3	49
O=C1CSCC(=O)N1c1ncc(C(F)(F)F)cc1Cl	7%	-0.3%	8.1%	0.7%	-7%	1%	11%	4%	0.2	51
CCOC(=O)CSc1nc2c(sc3ccccc32)c(=O)n1CCCN1CCOCC1	-7%	-0.2%	-1.0%	-3.8%	-19%	20%	-18%	14%	0.3	75
CCOC(=O)COc1ccc(C(=O)CC)cc1OC	8%	0.1%	0.0%	-1.9%	-24%	5%	-12%	5%	-0.9	98
N=C1c2c(cc(=O)n3c2[nH]c2ccccc23)CN1CCN1CCOCC1	25%	0.6%	0.1%	-4.5%	-26%	0%	-1%	-5%	-1.2	47
COC(=O)c1ccccc1NC(=S)NC(=O)CC(C)C	-2%	0.2%	5.9%	1.8%	2%	9%	18%	7%	-0.9	75
COc1ccccc1OCC(=O)Nc1ccc(N2CCCCC2)cc1	8%	1.1%	-0.1%	-1.1%	-46%	-2%	3%	-1%	-0.2	42
COC(=O)CCCC1=CC2=CC(=O)C(C)(OC(=O)c3cccs3)C(=O)C2=CN1Cc1ccco1 (stereo not given)	5%	0.4%	0.5%	5.3%	-8%	-9%	1%	-1%	3.4	69
CC(C)(C)N(Cc1ccccc1)C(=O)c1cccs1	9%	0.2%	-0.3%	1.6%	2%	-6%	10%	20%	1.3	60
COc1ccc(-c2n[nH]c(=S)n2Cc2ccccc2)cc1	11%	0.1%	1.4%	-5.1%	-36%	6%	-23%[20 µM]	11%	-0.7	46
Cc1cc(C)cc(NC(=O)CSc2nc(CSc3ccc(Cl)cc3)cc(=O)[nH]2)c1	-6%	-0.3%	0.1%	2.7%	9%	-1%	-7%	2%	3.7	55
CCOc1cccc(Oc2ccc(C(F)(F)F)cn2)c1	-2%	-0.2%	0.9%	-0.5%	-33%	-8%	11%	-2%	1.4	65
CCCN(CCC)C(=O)Nc1ccc(F)cc1F	1%	-0.1%	0.1%	1.7%	-5%	0%	5%	-9%	0.7	46
CN1C(=O)C(CC(=O)O)S/C1=N\N=C\c1ccc(O)cc1O (stereo not given)	23%	0.2%	0.3%	4.1%	4%	-5%	28%	4%	-1.1	49
Cc1c(C(=O)NCCO)sc2nc3n(c(=O)c12)CCC3	10%	-0.1%	0.2%	-2.3%	-22%	6%	7%	3%	0.2	89
O=C(Nc1ccccc1)C(c1ccccc1)C1CCCC1 (stereo not given)	2%	0.1%	0.0%	6.7%	0%	7%	10%	-7%	·	·
S=C(N/N=C/c1ccco1)NC1CC2CCC1C2 (stereo not given)	13%	-0.1%	0.1%	-5.2%	-4%	4%	13%	2%	0.5	48
CC1=C(C(=O)Nc2ccc(C(=O)NCCC(C)C)cc2)SCCO1	5%	-0.1%	0.1%	-0.9%	-13%	4%	-5%	-1%	-0.4	85
CC(=O)c1cn(CC(=O)NCc2cccnc2)c2ccccc12	7%	-0.3%	3.5%	0.9%	-19%	9%	4%	-2%	-1.3	43
O=C(COc1ccc(Br)cc1)N1CCNC1=O	8%	-0.1%	0.3%	1.7%	-30%	-3%	-24%	19%	-2.1	79
O=C(N/N=C/c1ccccn1)c1cc(-c2ccc3ccccc3c2)n[nH]1	6%	0.3%	-7.8%	4.7%	-14%	8%	-29%	-1%	3.3	56
COC(=O)Nc1nc2ccc(Sc3ccccc3)cc2[nH]1	2%	-0.1%	-4.3%	0.8%	-11%	-36%	-165%	-7%	-1.1	45
O=C(Nc1ccc(F)cc1)Nc1nnc(-c2ccccc2)o1	0%	0.3%	-0.3%	0.1%	-56%	-1%	-9%	6%	-0.9	100
CC(=O)Nc1cc(C(=O)N(C)Cc2ccco2)ccc1Sc1ccc(Cl)cc1	10%	-0.2%	-1.1%	0.2%	-35%	6%	-3%	23%	3.0	39
Cc1[nH]c2ccc(Br)cc2c(=S)c1C/C=C/Cl	3%	-0.2%	0.4%	-3.2%	-11%	0%	5%	-13%	1.4	51
CSc1cccc(NC(C)=O)c1	10%	-0.2%	2.0%[50 µM]	-0.8%	-21%	7%	-1%	5%	-0.2	62
CCOc1ccc(CCNC(=O)CN(C)S(=O)(=O)c2cccc3nsnc23)cc1OCC	-3%	-0.1%	-0.3%	1.3%	-18%	15%	-14%	15%	0.2	94
CC(C)CC(=O)Nc1cccc(-c2nc3ccccc3o2)c1	6%	-0.2%	0.5%	-6.5%	13%	4%	·	16%	3.3	77
O=C(c1cc2ccccc2oc1=O)N1CCN(Cc2ccc3c(c2)OCO3)CC1	3%	0.2%	-0.5%	-4.4%	-10%	2%	9%	17%	-1.0	80
Cc1ccc(NC(=O)CN2C(=O)C3C4C=CC(C4)C3C2=O)cc1 (stereo not given)	2%	0.2%	-0.1%	-7.0%	-24%	3%	8%	-3%	-0.1	69
CCc1cc(=O)oc2c3c(cc(OCC(=O)NC4CC4)c12)OC(C)(C)CC3	7%	0.3%	6.3%	-5.6%	-8%	-12%	7%[20 µM]	-10%	1.1	84
CCn1nc(C)c(/C=C/C(=O)Nc2ccc(C)cc2C)c1C	1%	-0.3%	0.9%	2.2%	-18%	-1%	-3%	0%	2.7	82
Cn1c(=O)c(=O)n(C)c2cc(S(=O)(=O)N3CCCCCC3)ccc21	-1%	-0.1%	1.9%	4.1%	-2%	18%	-13%	-5%	1.1	85
CCOc1c(Nc2cccc(Cl)c2)c(=O)c1=O	15%	-0.2%	-0.8%	1.4%	3%	-1%	-2%	9%	-0.8	65
Cc1ccccc1NC(=O)/C(C#N)=C\c1cccnc1	17%	0.0%	4.9%	1.6%	-28%	21%	-28%	-10%	2.8	50
COc1ccc(CNC(=O)c2cnc(C)cn2)cc1	7%	-1.6%	-0.2%	3.4%	14%	2%	12%	-23%	-1.2	38
Cc1ccc(NC(=O)CCC(=O)N/N=C/C=C/c2ccccc2)cc1	8%	0.6%	0.1%	·	-28%	1%	·	-1%	2.3	75
c1ccc(-c2nnc(CSc3nnc(-c4ccncc4)n3Cc3ccco3)o2)cc1	3%	-0.3%	0.1%	2.4%	12%	-10%	15%	10%	1.3	90
CSc1ccc(S(=O)(=O)NCCSC(C)(C)C)cc1	3%	0.2%	1.6%	0.4%	18%	-6%	10%	9%	0.8	47

Source: PubChem BioAssay (several laboratories)
